MITF TRPM1 HTS = activators of MITF-driven TRPM1 promoter activity in SK-MEL-5 cells | 0.75% of 300,000 active | activation, % at 12.5 µM | SK-MEL-5 TRPM1-promoter luciferase, 24 h; % of positive control, neutral wells = 0 | AID 588334;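 active means mean activation of at least 80% with every replicate also reaching 80%; inconclusive means mean reaches 80% but some replicate falls short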;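 further: 0% = neutral control wells and 100% = parthenolide positive control wells; values of inactives mirror those of a sister screen read the other way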
Tat export inh = E. coli Tat transport inhibition. E. coli MC4100 TorA-mCherry Tat export, fluorescence. inhibition, % at 10 µM. 0.036% of 340,000 active;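 active means mean replicate inhibition at least 50% and at least half of replicates individually reaching 50%; inconclusive means only one of the two criteria met; inactive means neither criterion met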;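 further: exported cargo escapes ClpAP degradation while cytoplasmic cargo is degraded and loses fluorescence; 0% = median of neutral control wells and 100% = median of NaSCN control wells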
CAL PDZ FP-1 = human CAL PDZ-peptide interaction inhibition; purified CAL PDZ, TMR-peptide fluorescence polarization, 1 h; inhibition, % at 20 µM; 0.02% of 330,000 active; AID 504414;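 active means highest replicate inhibition of at least 40%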;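 further: plate controls were DMSO neutral control wells for no effect and unlabeled competitor peptide control wells for full effect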
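Control set: unlabelled peptide and DMSO controls / Material: purified CerCALP PDZ construct / Timing: 1 h incubation at room temperature before polarization reading / Doses: 20 µM, one dose / Detection: fluorescence polarization (mP)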
Ecoli viability = bacterial growth inhibition, counter-screen for AddAB inhibitors | E. coli V3065 growth, OD600 absorbance, 18 h | inhibition, % at 11.9 µM | 0.27% of 330,000 active | AID 449728;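 active means inhibition above the campaign's mean inhibition across all tested compounds plus 3 SD, cut at about 9.9% in these data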;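 further: uninfected addAB+ strain grown without phage in ampicillin broth; 0% = DMSO wells and 100% = ciprofloxacin 0.95 µg/ml wells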
Wnt act = activates Wnt/beta-catenin signaling in a reporter cell assay. activation, % at 9.35 µM. activator, plate reader. 1.2% of 300,000 active. AID 743398; in the data active means activation above about 30%, passing the limit was not always enough; inconclusive means no clear call, values can overlap the other calls;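 further: 0% = neutral control wells and 100% = positive control wells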
SR-BI DiI-HDL act = activators of SR-BI mediated HDL lipid uptake | CHO ldlA[mSR-BI] cells, DiI-HDL uptake fluorescence, 3 h; 100 = double the neutral-control signal | activation, % at 12.5 µM | 0.096% of 320,000 active | AID 504775;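 active means mean replicate activation of at least 60% and every replicate at or above 60%; inconclusive means mean or all-replicate condition met, but not both; inactive means mean below 60% and not all replicates reaching 60%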;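 further: 0% = median plate neutral-control signal and 100% = twice that signal; values of inactives mirror those of a sister screen read the other way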
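Test system: SR-BI-overexpressing, LDLR-lacking CHO cells; Also added: labelled HDL, 10 µg/mL; Measured by: bottom-read cell fluorescence after medium removal, ex 550/em 595 nm; Timing: 3 h uptake period with compound, 37 °C; Buffer or medium: F12, 0.5% BSA, 25 mM HEPES; Doses: single compound concentration, delivered by pin transfer.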
phage Ecoli inh = E. coli growth loss with phage present; growth absorbance; 0.26% of 360,000 active; inhibition, % at 11.9 µM; in the data active means inhibition above about 11%
CAL PDZ FP-2 = inhibitors of human CAL PDZ peptide binding | Q9HD26 | purified CAL PDZ, TMR-peptide fluorescence polarization, 1 h | inhibition, % at 24.9 µM | 0.92% of 300,000 active | AID 602252;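 active means mean inhibition of at least 30% with at least half of replicates also reaching 30%; inconclusive means no clear call, values can overlap the other calls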;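 further: 0% = DMSO neutral control and 100% = excess unlabeled competitor peptide PRC23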
AddAB inh = less growth of phage-infected E. coli with AddAB. inhibition, % at 11.9 µM. 0.29% of 330,000 active. E. coli expressing H. pylori AddAB, absorbance growth; in the data active means inhibition above about 12%;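 further: 0% = vehicle wells of infected cells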
SR-BI DiI inh = mouse SR-BI HDL lipid transfer inhibition; Q61009; ldlA[mSR-BI] CHO cells, DiI-HDL uptake fluorescence, 3 h; inhibition, % at 12.5 µM; 0.96% of 320,000 active; AID 488896;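 active means mean replicate inhibition of at least 70% and a set share of replicates each scoring 70 or more; inconclusive means meets just one of the two criteria; inactive means fails both criteria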;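 further: 0% = median of neutral control wells and 100% = median of positive control wells; values of inactives mirror those of a sister screen read the other way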
Target sequence (Q61009 whole entry, looked up): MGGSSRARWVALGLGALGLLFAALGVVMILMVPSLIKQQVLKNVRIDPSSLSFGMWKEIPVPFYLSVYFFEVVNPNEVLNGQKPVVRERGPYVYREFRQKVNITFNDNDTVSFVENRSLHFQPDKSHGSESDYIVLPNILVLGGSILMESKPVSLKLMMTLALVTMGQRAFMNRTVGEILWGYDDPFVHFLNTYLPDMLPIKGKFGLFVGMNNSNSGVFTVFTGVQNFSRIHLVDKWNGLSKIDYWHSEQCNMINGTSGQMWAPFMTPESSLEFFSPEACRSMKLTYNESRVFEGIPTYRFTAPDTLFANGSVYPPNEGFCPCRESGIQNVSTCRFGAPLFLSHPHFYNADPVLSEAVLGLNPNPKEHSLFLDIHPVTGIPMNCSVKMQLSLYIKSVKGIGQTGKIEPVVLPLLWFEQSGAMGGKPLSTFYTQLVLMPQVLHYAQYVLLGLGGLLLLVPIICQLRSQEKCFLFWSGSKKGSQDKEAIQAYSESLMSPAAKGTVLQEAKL
Active calls of the source: *; ? = inconclusive; · = no result given.

SMILES	MITF TRPM1 HTS	Tat export inh	CAL PDZ FP-1	Ecoli viability	Wnt act	SR-BI DiI-HDL act	phage Ecoli inh	CAL PDZ FP-2	AddAB inh	SR-BI DiI inh
COc1ccc(CNC(=O)C2=CC(c3ccc(C)cc3)=NS(=O)(=O)N2C)cc1	0	4	-0.1	-1.3	-1	5	2.0	·	-0.2	-5
CN1CCC(=O)N([C@H](CN=[N+]=[N-])Cc2ccccc2)CC1	6	2	0.1	-1.5	-1	-3	2.4	0	5.2	3
COc1ccc(/C=N/Nc2ccc([N+](=O)[O-])cc2S(=O)(=O)N2CCN(C)CC2)cc1	-44	-5	-1.3	0.6	1	-35	2.7	·	1.7	35
Cc1ccc(S(=O)(=O)NC(CC(=O)NCc2ccco2)c2ccco2)cc1 (centres undefined)	-5	-6	-1.3	2.9	·	13	0.8	-1	2.2	-13
CCc1ccccc1S(=O)(=O)Cc1ccc(C(=O)NCC2CCCO2)o1 (centres undefined)	9	-1	-0.2	-0.4	-2	-11	2.3	-1	-0.7	11
COc1ccc(-n2c(=S)[nH]c3cc(C(=O)NCc4cccnc4)ccc3c2=O)cc1	7	13	-1.3	1.9	1	2	0.3	0	0.6	-2
Oc1cccc(C(=S)N2CCC(Cc3ccccc3)CC2)c1	-1	5	-22	-0.3	1	-6	1.9	-2	1.2	6
O=C1COc2ccc(S(=O)(=O)N3CCCCC3)cc2N1	-6	3	-0.9	-0.9	-4	3	1.5	-9	4.0	-3
Cc1ccc(OCc2nnc(SCC(=O)N3CCOCC3)n2C)cc1	1	-13	-1.0	-0.7	·	0	3.8	-2	0.7	0
CCn1cc(C(=O)O)c(=O)c2cnc(N3CCN(C(=S)NC(=O)c4ccc(F)c(F)c4)CC3)nc21	-11	2	-2.1	-2.0	-2	4	-0.1	-2	1.6	-4
O=C(Nc1ccc(CN2CCCCC2)cc1)Nc1ccc(Br)cc1Cl	32	-9	-1.3	1.9	-1	11	3.7	·	1.5	-11
Cn1cc(CCC(=O)NC2CC2)c2ccccc21	-3	-18	0.0	-0.9	0	8	1.2	·	1.5	-8
CCCCOc1ccccc1C(=O)NCCCCCC(=O)O	6	1	-1.9	-1.0	·	30	2.1	4	0.5	-30
Cc1cccc(OCC(=O)N2CCN(C(=O)COc3ccc(Cl)cc3)CC2)c1	5	10	-1.8	-0.4	-3	·	0.0	-7	-1.1	·
COc1ccc(S(=O)(=O)N2CCCC(C(=O)N3CCOCC3)C2)cc1OC (centres undefined)	·	1	-1.8	-0.8	0	·	2.1	-4	4.9	·
Nc1nnc(SCC(=O)c2ccc([N+](=O)[O-])cc2)s1	3	-4	17	0.9	2	43	0.3	35*	2.5	-43
CCOC(=O)[C@H]1[C@H]2COc3ccccc3[C@@H]2N2C(=O)c3cc(C)ccc3NC(=O)[C@@]12C	-2	-4	-0.8	0.5	-2	28	3.2	-6	3.5	-28
NC(=S)NN=C1c2cc(OCCN3CCOCC3)ccc2-c2ccc(OCCN3CCOCC3)cc21	-79	0	-0.9	-1.4	-5	16	-0.6	-3	-1.1	-16
Cc1ccccc1NC(=O)Cn1nnc(C(=O)NCc2ccco2)c1N	-14	-2	-4.3	-0.4	-8	13	3.6	-3	-0.3	-13
Cc1ccc(-c2nnn(CC(=O)N(c3ccc4c(c3)OCCO4)C(C(=O)NCC3CCCO3)c3ccc(F)cc3)n2)o1 (centres undefined)	-6	4	·	-2.5	-6	10	2.6	1	-1.3	-10
NS(=O)(=O)c1ccc(CNC(=O)C2CCCCC2)cc1	-6	3	0.7	0.2	·	15	0.6	·	1.8	-15
C1=CCC(/C=N/n2cnnc2)CC1 (centres undefined)	-12	11	0.9	-0.2	-3	-20	3.0	4	1.1	20
O=C(CCCN1C(=O)c2cccc3cccc(c23)C1=O)NCc1ccco1	5	9	-0.3	1.7	3	12	2.5	·	5.2	-12
COc1ccc(NC(=O)CC(Cc2ccc(Cl)cc2)C(=O)O)cc1 (centres undefined)	11	-7	-1.5	-4.5	1	6	-0.4	0	-0.3	-6
NS(=O)(=O)c1ccc(N/N=C/c2ccc(C(=O)O)cc2)c([N+](=O)[O-])c1	-23	-15	-2.5	-1.0	1	7	0.4	-6	0.2	-7
Cn1c(Cc2ccc3c(c2)OCO3)nnc1SCC(=O)NC1CCCC1	·	·	·	3.1	0	·	4.4	·	6.1	·
COCCN(C(=O)CNC(=O)c1ccco1)C(C(=O)NC1CCCCC1)c1cccs1 (centres undefined)	·	-2	0.2	-2.0	·	11	-2.2	·	2.2	-11
Cc1ccc(S(=O)(=O)NC2CC(C)(C)NC(C)(C)C2)cc1C	4	10	-1.8	-0.1	0	24	-0.2	-1	1.4	-24
Cc1ccccc1NC(=S)N1CCCCCC1	5	-7	-1.9	·	0	-6	2.5	-1	·	6
COc1ccc(Cc2c(N)nc(C)nc2N)cc1	-6	-6	-1.1	-0.6	-1	?	5.0	2	1.6	-126
CCc1ccccc1NC(=O)Cc1cn(C)c2ccccc12	5	4	-1.8	1.7	-2	-1	0.6	-1	0.9	1
COc1ccc(/C=C/C(=O)OCC(=O)N2CCCCCC2)c(OC)c1	-2	0	-1.2	0.0	2	-17	2.7	·	1.6	17
CC(C)=CC(=O)Nc1ccccc1C(N)=O	-13	-4	-0.8	-5.1	1	-34	1.4	-2	-1.6	34
[O-][n+]1c(/C=C/c2ccccc2)ccc2ccccc21	21	-8	-0.1	·	37*	-6	3.8	4	·	6
Cc1cnc(NC(=O)c2c(Cl)cnn2C)s1	-1	-2	-0.9	-3.2	4	·	1.0	-1	-1.7	-40
Cc1ccccc1NC(=O)CN1C(=O)S/C(=C\c2ccc(-c3cccc(C(=O)O)c3C)o2)C1=O	3	9	-1.8	-2.0	4	-1	3.6	-3	2.9	1
O=S(=O)(NCC1CCCO1)c1ccc(Cl)nc1 (centres undefined)	1	1	-2.3	2.3	-1	·	-0.6	-6	2.8	·
O=C(/C=C/c1ccccc1)c1ccc2ccccc2c1	52	2	-0.4	·	0	-4	5.0	·	·	4
COc1ccc(C(=O)C2CCCN(Cc3c(F)ccc(F)c3F)C2)c(OC)c1 (centres undefined)	6	1	-11	-2.0	-2	-11	-0.1	-3	0.0	11
CC(C)N(C(=O)CSc1nnc(Cc2csc(Nc3ccccc3)n2)o1)C(C)C	-2	2	-0.6	-2.8	-5	-54	-0.3	3	0.7	54
COc1cc(NC(=O)c2ccccc2)c(OC)cc1NC(=O)Cc1ccccc1	-16	-17	-0.3	-0.8	2	-48	3.2	3	-0.2	48
CC(C)CCNC(=O)CCCn1c(=O)[nH]c2ccc(Br)cc2c1=O	-7	-5	0.2	0.0	0	-20	1.2	-4	1.1	20
CC(C)NC(=O)c1ccc(COc2ccc(C(C)(C)C)cc2)o1	45	4	-1.1	-0.3	4	-19	0.6	-4	2.5	19
CSc1ccc(S(=O)(=O)N2CCC(C(=O)NCc3ccncc3)CC2)cc1	7	2	-1.8	1.3	0	·	-0.4	0	1.9	·
COc1cc2c(cc1OC)C(/C=C/c1ccco1)=NCC2	7	-6	0.8	·	-3	-5	-2.1	-3	·	5
CC(C)OC(=O)NC(c1ccccc1)C(Cl)(Cl)Cl (centres undefined)	-1	0	-0.6	3.5	-4	21	5.6	-5	-0.7	-21
Cc1ccc(NC(=O)Nc2ccccc2C(=O)NCc2ccccc2)cc1	48	4	0.7	1.6	·	-5	2.3	·	3.4	5
OCCN1CCN(C(=S)NCCc2ccccc2)CC1	21	6	0.4	-0.1	6	4	3.3	1	1.0	-4
Cc1cc(OCCOc2cccc3cccnc23)c(C)cc1Cl	20	-1	0.2	-0.9	·	-13	3.5	·	3.8	13
COc1ccc(C(=O)O/N=C(\N)Cc2ccc(Cl)cc2)cc1OC	-3	-11	0.2	-0.1	·	-9	2.5	-1	1.5	9
Cc1c(N2CCCC2)cc2c(c1N)C(C)(C)CC2(C)C	-9	-1	·	1.1	-2	28	4.5	-6	1.6	-28
COc1ccc(/C=C/C(=O)O)cc1S(=O)(=O)NCC1CCCO1 (centres undefined)	-9	0	-1.2	-0.1	1	·	2.9	3	2.6	·
Cc1cc(C)cc(NC2=NCC(=O)N2Cc2ccccc2)c1	4	0	-1.5	-2.1	-3	·	2.2	-3	-0.2	·
O=C(COc1ccc2c(c1)oc(=O)c1ccccc12)NCC1CCC(C(=O)O)CC1 (centres undefined)	6	0	1.9	-0.7	-1	31	2.0	1	1.0	-31
O=C(OCC(=O)N1CCCc2ccccc21)C1CCN(S(=O)(=O)c2cccs2)CC1	·	-3	-0.6	-3.6	·	4	1.6	·	-0.9	-4
COc1ccc(C(CNC(=O)c2cccc(S(=O)(=O)Nc3ccc(F)cc3)c2)N2CCCC2)cc1 (centres undefined)	9	1	-2.1	·	-1	-11	1.1	1	·	11
O=C(O)CCCCCCCCCCC1CCC(O)C1O (centres undefined)	-24	3	0.9	·	-2	6	3.3	-6	·	-6

Entries above that contain a Cl atom (eight):
SMILES	MITF TRPM1 HTS	Tat export inh	CAL PDZ FP-1	Ecoli viability	Wnt act	SR-BI DiI-HDL act	phage Ecoli inh	CAL PDZ FP-2	AddAB inh	SR-BI DiI inh
O=C(Nc1ccc(CN2CCCCC2)cc1)Nc1ccc(Br)cc1Cl	32	-9	-1.3	1.9	-1	11	3.7	·	1.5	-11
Cc1cccc(OCC(=O)N2CCN(C(=O)COc3ccc(Cl)cc3)CC2)c1	5	10	-1.8	-0.4	-3	·	0.0	-7	-1.1	·
COc1ccc(NC(=O)CC(Cc2ccc(Cl)cc2)C(=O)O)cc1 (centres undefined)	11	-7	-1.5	-4.5	1	6	-0.4	0	-0.3	-6
Cc1cnc(NC(=O)c2c(Cl)cnn2C)s1	-1	-2	-0.9	-3.2	4	·	1.0	-1	-1.7	-40
O=S(=O)(NCC1CCCO1)c1ccc(Cl)nc1 (centres undefined)	1	1	-2.3	2.3	-1	·	-0.6	-6	2.8	·
CC(C)OC(=O)NC(c1ccccc1)C(Cl)(Cl)Cl (centres undefined)	-1	0	-0.6	3.5	-4	21	5.6	-5	-0.7	-21
Cc1cc(OCCOc2cccc3cccnc23)c(C)cc1Cl	20	-1	0.2	-0.9	·	-13	3.5	·	3.8	13
COc1ccc(C(=O)O/N=C(\N)Cc2ccc(Cl)cc2)cc1OC	-3	-11	0.2	-0.1	·	-9	2.5	-1	1.5	9

Compound activity from PubChem.
